CCT modulator = modulators of cytosolic chaperonin (CCT/TRiC) activity; activity change, % (no concentration beside the values), hits read low; 0.3% of 360,000 active; purified chaperonin ATPase assay, HTRF ADP detection, 30 min; in the data active = activity change below about -30%; also: % is scaled to controls: 0 for no effect and ±100 for the full control effect
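Enzyme 40 or 20 nM (batch-dependent) in Tris pH 7.4/KCl/MgCl2/DTT; cpd 76 uM single point; ATP 10 uM; 30 min 37 °C; Transcreener ADP HTRF detection, 30 min RT; ratio 665/615.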
PI5P4K alpha inh = inhibitors of human PI5P4K alpha; P48426; PI5P4Kalpha enzyme, ADP-Glo luminescence, 60 min; stronger effect = lower value; max response, %; 1.2% of 330,000 active; AID 652105; active = max response of -50% or lower; inconclusive = between -30% and -50%; inactive = -30% or higher; also: value at the top dose of about 77 µM; % is scaled to controls: 0 for no effect and ±100 for the full control effect
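ADP-Glo luminescence end-point after a 60 min room-temperature kinase reaction. PI5P4Kalpha and substrate in HEPES pH 7.4 buffer with EGTA, 0.1% CHAPS and 5% DMSO; ATP at 5 microM final.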
EPAC2 agonist = agonists of human EPAC2 (RAPGEF4) | AID 720711 | Q8WZA2 | 0.079% of 360,000 active | EPAC2 activation, biochemical qHTS; response scale: 100% = 6.5 mM cAMP response | Potency, µM (titrated, usually from 154 µM), for inactives: at the highest dose activation, hits mostly activators; also: potency is read from the fitted curve at half-maximal effect; nearly all actives have a fitted effect of over 50% in size
Target sequence (Q8WZA2 whole entry, looked up): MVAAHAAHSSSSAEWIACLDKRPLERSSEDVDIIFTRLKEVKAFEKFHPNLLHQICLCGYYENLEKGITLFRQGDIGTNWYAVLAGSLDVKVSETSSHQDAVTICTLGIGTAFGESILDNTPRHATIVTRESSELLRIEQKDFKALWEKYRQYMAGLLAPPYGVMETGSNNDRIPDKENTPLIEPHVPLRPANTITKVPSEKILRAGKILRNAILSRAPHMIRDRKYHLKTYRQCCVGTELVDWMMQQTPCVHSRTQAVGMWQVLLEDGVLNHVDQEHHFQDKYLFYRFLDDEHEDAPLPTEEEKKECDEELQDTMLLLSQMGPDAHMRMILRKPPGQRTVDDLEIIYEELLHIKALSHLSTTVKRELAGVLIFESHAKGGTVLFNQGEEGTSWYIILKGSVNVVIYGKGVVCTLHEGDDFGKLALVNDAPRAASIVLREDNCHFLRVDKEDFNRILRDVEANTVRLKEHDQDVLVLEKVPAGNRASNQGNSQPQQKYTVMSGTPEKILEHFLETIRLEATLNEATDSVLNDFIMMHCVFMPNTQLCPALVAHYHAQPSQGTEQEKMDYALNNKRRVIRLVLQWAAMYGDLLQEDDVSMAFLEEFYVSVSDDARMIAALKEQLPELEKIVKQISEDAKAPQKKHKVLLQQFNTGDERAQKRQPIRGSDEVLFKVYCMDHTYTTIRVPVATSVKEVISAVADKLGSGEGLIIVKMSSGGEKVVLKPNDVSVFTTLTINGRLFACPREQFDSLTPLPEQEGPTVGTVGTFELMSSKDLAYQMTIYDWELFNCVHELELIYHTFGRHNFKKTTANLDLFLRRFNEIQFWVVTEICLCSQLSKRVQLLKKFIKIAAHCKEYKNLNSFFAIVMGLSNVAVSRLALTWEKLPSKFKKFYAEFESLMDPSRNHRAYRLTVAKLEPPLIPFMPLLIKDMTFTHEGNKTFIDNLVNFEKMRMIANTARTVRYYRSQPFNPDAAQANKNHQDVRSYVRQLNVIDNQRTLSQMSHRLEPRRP
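EPAC2 (100 nM) mixed with Rap1B loaded with BODIPY-GDP (250 nM) plus 50 uM unlabeled GDP; compounds pinned in, 5 min RT, then read every 5 min for 30 min (ex 480, em 540 nm). Normalized to cAMP control.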
WRN inhibitor = WRN helicase (human) inhibition; Q14191; WRN helicase unwinding, fluorescent forked duplex, kinetic; Potency, µM (titrated, usually from 114 µM), for inactives: at the top dose activity change, negative = inhibition, hits mostly inhibitors; 0.46% of 360,000 active; AID 651768; also: potency is read from the fitted curve at half-maximal effect; % is scaled to controls: 0 for no effect and ±100 for the full control effect; nearly all actives have a fitted effect of over 55% in size
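Screening of the MLSMR collection measured strand separation of a quenched forked DNA duplex (100 nM) by 20 nM WRN with 2 mM ATP, all final. Compounds were preincubated with enzyme 15 min at room temperature.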
EPAC1 agonist = activates human EPAC1 exchange factor | EPAC1 agonist qHTS, biochemical assay; response scale: 100% = response to 6.5 mM cAMP | Potency, µM (top dose mostly 154 µM), for the others: top-dose activation, most hits filed as activators | 0.073% of 360,000 active | AID 720707; also: potency is read from the fitted curve at half-maximal effect; nearly all actives have a fitted effect of over 60% in size
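Multi-concentration qHTS readout: loss of Rap1B-bound BODIPY-GDP fluorescence driven by 100 nM EPAC1 with excess GDP (50 uM), monitored kinetically at room temperature; agonist response expressed relative to 6.5 mM cAMP.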
PLK1 PBD inh = blocks phosphopeptide binding to human PLK1 polo-box domain | P53350 | Plk1 PBD binding of FITC phosphopeptide, fluorescence polarization | Potency, µM, for the others: max response, negative = inhibition, hits mostly inhibitors | 2.8% of 360,000 active; also: potency is read from the fitted curve at half-maximal effect; series mostly up to about 57 µM; % is scaled to controls: 0 for no effect and ±100 for the full control effect; nearly all actives have a fitted effect of over 65% in size
EPAC1 antagonist = blocks human EPAC1 exchange factor | EPAC1 GEF assay, Rap1b-BODIPY-GDP exchange fluorescence | Potency, µM (titrated, usually from 115 µM), without a hit: at the highest dose activity change, negative = inhibition, usual class: inhibitors | 0.14% of 360,000 active | AID 720709;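 also: potency is read from the fitted curve at half-maximal effect; plate controls were vehicle for no effect and positive control for full effect; nearly all actives have a fitted effect of over 50% in size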
IL2 activator = activators of IL-2; IL-2 activation reporter assay, cell-based qHTS; stimulated with anti-CD3/CD4/CD28 beads; in transgenic mouse T cells; activation, % (series mostly up to about 46 µM); 0.065% of 360,000 active; in the data active = activation above about 50%; inconclusive = mostly about 30% to 49%; also: 0% is about no effect
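Using fluorescent plate cytometry, EGFP and DsRed are detected in transgenic mouse T cells stimulated 18 h at 37 degrees C with antibody-coated beads after 60 min compound pretreatment.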
* = called active by the depositor; ? = inconclusive; . = not tested or not shown; [ ] = dose if it differs, or a comment. Unless noted, calls follow the shape of the dose curve; as a rule, active = well fitted curve in the direction sought with a large enough effect; inconclusive = small, poorly fitted or top-dose-only effect, or another doubt; inactive = no such curve, though single readings can be large; an effect the other way counts as inactive or inconclusive.

SMILES	CCT modulator	PI5P4K alpha inh	EPAC2 agonist	WRN inhibitor	EPAC1 agonist	PLK1 PBD inh	EPAC1 antagonist	IL2 activator
CN(C)c1ccc(-c2ccnc3c2CC(C)(C(=O)NCc2ccco2)O3)cc1 (centres undefined)	-2.4	-21	8%	-8%	-5%	-3%	-4%	0.1
CC1CCc2cc(F)ccc2N1C(=O)CSc1nnc(-c2cccs2)n1C (centres undefined)	0.1	.	-3%	7%	0%	-5%	6%	-2.4
O=C(Nc1ccc(N2CCCC2)cc1)c1cccc(-c2cc3ccccc3oc2=O)c1	0.8	?	1%	-23%	-15%	2.7µM*	-21%	-1.8
Cn1nccc1C(=O)Nc1ccc(Cl)cc1	1.3	.	5%	-8%	-8%	0%	7%	-2.2
COc1ccc(-c2cc3ccccc3n2CC(O)CN2CCN(CCO)CC2)cc1 (centres undefined)	-1.0	0	0%	3%	-12%	-1%	-22%	2.2
Cc1cc(NC(=O)COC(=O)C2CCC2)no1	1.3	3	10%	12%	2%	-7%	5%	-0.9
NC(=O)C1=C(N=C2CCCCC2)CCCC1	-2.1	3	9%	8%	-4%	-7%	-8%	-2.4
Clc1ccc(N=C2SCCS2)cc1	-0.8	0	14%	-2%	19%	-1%	1%	2.0
COc1ccc(-n2sc3ccccc3c2=O)cc1	-0.7	-89*	2%	-2%	14%	2.7µM*	-22%	-3.7
CN(C)CCN1CCN(C2CN(Cc3ccc(F)cc3)S(=O)(=O)C2)CC1 (centres undefined)	-0.8	-4	6%	1%	10%	-2%	1%	0.2

The list goes on, starting with the last 3 of the part before.
SMILES	CCT modulator	PI5P4K alpha inh	EPAC2 agonist	WRN inhibitor	EPAC1 agonist	PLK1 PBD inh	EPAC1 antagonist	IL2 activator
Clc1ccc(N=C2SCCS2)cc1	-0.8	0	14%	-2%	19%	-1%	1%	2.0
COc1ccc(-n2sc3ccccc3c2=O)cc1	-0.7	-89*	2%	-2%	14%	2.7µM*	-22%	-3.7
CN(C)CCN1CCN(C2CN(Cc3ccc(F)cc3)S(=O)(=O)C2)CC1 (centres undefined)	-0.8	-4	6%	1%	10%	-2%	1%	0.2
O=C1NC(=NCc2ccccc2)NC1(c1ccccc1)c1ccccc1	1.2	-4	7%	2%	6%	-9%	-7%	-0.6
Cc1cccc(C)c1OCCNC(=O)C(=O)NCc1ccco1	0.9	4	-1%	-3%	-13%	-10%	-21%	-4.0
O=C(NCc1ccccc1)C1=C[C@@H](c2ccccc2)C[C@@H](OCCCCO)O1	-2.1	-5	-1%	-2%	1%	-6%	3%	-2.3
COC(=O)c1cccc(NC(=O)c2ccc3c(c2)C(=O)N(Cc2cccnc2)C3=O)c1	-3.4	0	1%	-7%	9%	0%	9%	0.7
CCN(CC)CCNC(=O)c1ccc(N2CCCCC2)c(NS(=O)(=O)c2ccc(C)cc2)c1	1.1	3	9%	-1%	4%	-6%	-3%	-0.5
COc1ccc(-n2c3c(c(=O)[nH]c2=O)C(C(F)(F)F)(C(F)(F)F)N=C(CC(C)C)N3)cc1	-1.5	.	-3%	2%	-2%	0%	11%	-1.1
COc1ccc(Cl)cc1N(CC(=O)NC1CC2CCC1C2)S(=O)(=O)c1ccccc1 (centres undefined)	-1.4	-4	9%	0%	1%	-4%	-15%	-2.1
CCOc1ccc(CCNC(=O)COC(=O)c2cccc(S(=O)(=O)N(C)C)c2)cc1OCC	3.9	0	6%	-4%	-11%	-3%	-24%	0.7
CCNC(=O)C1(C)CCCN1C(=O)c1ccc(-c2ccccc2)cc1 (centres undefined)	1.2	-5	3%	2%	-10%	3%	2%	-0.7
CC1CN(C(=O)CCN2C(=O)c3ccccc3C2=O)CC(C)O1 (centres undefined)	-1.8	-6	15%	2%	12%	-4%	-12%	0.3
CCNC(=O)Cn1c(=O)c2c(ncn2Cc2ccccc2)n(Cc2ccccc2)c1=O	-1.1	.	-2%	-2%	5%	1%	8%	-1.5
COc1cccc(C2N(c3ccc(Cl)c(Cl)c3)C(=O)C3CCCN32)c1OC (centres undefined)	-14	0	12%	-5%	15%	-6%	0%	1.2
Cc1nnc(SCC(=O)N(C)c2c(N)n(Cc3ccccc3)c(=O)[nH]c2=O)n1Cc1ccccc1	-4.5	3	4%	-6%	8%	-15%	0%	-2.3
CNC(=S)Nc1ccc(C23CC4CC(CC(C4)C2)C3)cc1	-7.9	11	14%	-12%	5%	-6%	-16%	-2.2
CCCCN(C(=O)c1ccccc1Br)C(c1ccc(OC)cc1)c1nc2ccccc2[nH]1 (centres undefined)	0.3	-10	9%	-4%	1%	-2%	0%	-0.1
O=C(NCc1ccccc1)c1c[nH]c2ccc(F)cc2c1=O	-0.9	8	-3%	3%	3%	8%	-5%	-0.5
COc1ccccc1N1CC(C)C(=O)NC1=S (centres undefined)	2.2	1	3%	-5%	11%	-6%	-14%	-0.7
O=C(COC(=O)c1ccccc1Br)NCCN1C(=O)CSC1=O	-2.5	-12	-7%	-7%	7%	-11%	2%	-0.9
CC(C)(C)C(=O)N1CCN(c2ccc([N+](=O)[O-])c(NCC3CCCO3)c2)CC1 (centres undefined)	-1.8	.	8%	-1%	12%	-3%	-4%	-0.3
CC(C)NC(=O)c1cc(-c2ccco2)on1	1.2	.	-7%	5%	-2%	-4%	16%	-2.2
O=C(NCC[C@@H]1C[C@@H]2C=C[C@H]1C2)c1cc(COc2ccc(F)cc2F)on1	-1.1	-5	16%	-7%	9%	-15%	-5%	-1.3
CCS(=O)(=O)c1ccc(-c2cccc(NC(=O)COc3ccccc3)c2)nn1	3.2	9	-7%	-8%	-14%	3%	0%	-0.3
COc1ccc(OS(=O)(=O)Cc2ccccc2)cc1	-5.3	0	9%	6%[57.1 µM]	-3%	2%	4%	-0.1
CCn1cc(C(=O)N(C)c2cc(C)ccc2OC)c2cc(OC)c(OC)cc2c1=O	-2.4	-3	12%	1%	2%	-9%	13%	-0.2
COc1ccccc1-c1ccc2c(c1)C(C)(Cc1cc(Cl)ccc1C(F)(F)F)C(=O)N2 (centres undefined)	-1.4	18	-3%	-3%[57.1 µM]	-16%	-15%	?	-0.8
O=C(CSc1cccc(C(F)(F)F)c1)Nc1ccc(Cl)cc1Cl	-1.6	14	-7%	-4%	20%	2%	-3%	-2.2
CCS(=O)(=O)N1CCCC(C(=O)NCCc2ccc(C)cc2)C1 (centres undefined)	-1.0	4	-1%	7%	1%	-2%	15%	0.1
COCCNCCCCOc1ccccc1-c1ccccc1	-0.1	-1	0%	-31%	-1%	-3%	15%	-2.7
Cc1ccc(NC(=S)NC2CCN(Cc3ccccc3)CC2)c(C)c1	-0.6	-3	-5%	-3%	0%	7%	-9%	-0.7
COc1cc(Cl)c(NS(=O)(=O)c2c(C(=O)N3CCCC3)c(C)n(C)c2C)c(OC)c1	0.8	-21	4%	-3%	1%	27µM*	-15%	-3.1
CN1CCC(=O)N([C@H](CN=[N+]=[N-])c2ccccc2)CC1	0.3	1	-2%	-6%	9%	-4%	4%	1.7
Cc1[nH]c2ccccc2c(=O)c1C(=O)/C=C/c1ccccc1	-0.4	1	1%	-9%[11.6 µM]	12%	-22%	?	10.0
Cc1ccc(S(=O)(=O)Nc2nc(-c3ccc(F)cc3)cs2)cc1	-1.1	-1	11%	-28%	-8%	?	?	-2.8
CCOC(=O)c1c(C)oc(=O)c(CC)c1O	0.0	4	2%	-7%	2%	7%	3%	-1.2
CC1(Oc2ccccc2)CCN(Cc2csc3ccccc23)C1 (centres undefined)	-0.5	6	23%	-6%	10%	-10%	0%	-0.7
CCOc1ccc(S(=O)(=O)N2CCN(C(=O)c3ccc(Cl)c(S(=O)(=O)N4CCOCC4)c3)CC2)cc1	-1.1	0	17%	9%	-3%	-11%	-6%	-0.5
COc1cc(NC(=O)COC(=O)CNS(=O)(=O)c2ccc(F)c(F)c2F)cc(OC)c1	0.0	3	0%	-25%	6%	-4%	-19%	0.4
CC1N=C2c3ccccc3N=C(SCc3cc(=O)n4cc(Cl)ccc4n3)N2C1=O (centres undefined)	1.0	.	-1%	-1%	-8%	-9%	15%	-1.0
CCNc1nc(NC(C)C)nc(Nn2cnnc2)n1	2.6	.	1%	1%	2%	-2%	4%	-1.3
COc1ccc(C2=NOC(C(=O)Nc3ccc4c(c3)OCO4)C2)cc1OC (centres undefined)	1.9	-14	3%	-2%	2%	-10%	-15%	-2.1
CCN(Cc1nc2ccccc2c(=O)[nH]1)C(=O)c1ccc(C)c(NC(=O)c2ccco2)c1	1.6	-1	3%	-6%	-8%	-16%	-2%	0.7
CCCNC(=O)Cn1cnc2sc(C(=O)N3CCN(Cc4ccc5c(c4)OCO5)CC3)c(C)c2c1=O	1.9	1	-6%	-5%	-5%	-3%	8%	-1.7
CCOC(=O)C(NC(=O)c1ccccc1)(N1CCCC1=O)C(F)(F)F (centres undefined)	-0.1	0	-1%	6%	-1%	1%	7%	1.0
CCCN(C(=O)c1cccc(-n2cccc2)c1)c1c(N)n(Cc2ccccc2)c(=O)[nH]c1=O	-4.3	-88*	-5%	50µM*	-8%	?	-20%	3.6
O=C(Cn1c(=O)sc2ccccc21)OC(CCl)CCl	-3.1	-3	0%	-2%	5%	-11%	-5%	3.4
O=C1CC2(CCN(C(=O)c3ccc(F)cc3)CC2)Oc2ccccc21	0.1	-1	5%	-1%	4%	-1%	4%	-1.2
COc1cc2nc(N3CCN(c4cc(C)ccc4C)CC3)nc(N)c2cc1OC	1.2	?	26%	14%	13%	1%	-21%	-0.8
CCN(CC(=O)Nc1c(F)cccc1F)C(=O)c1ccc(OCC(=O)N2CCOCC2)c(OC)c1	0.5	0	8%	-2%	5%	-2%	-7%	3.3
COc1ccc(OC)c(S(=O)(=O)Nc2ccccc2C)c1	-0.9	.	3%	1%[57.1 µM]	2%	2%	7%	-2.3
CCCCOC(=O)C1=C(C)Nc2nnnn2C1c1ccc(OC)c(OC)c1OC (centres undefined)	-1.3	1	-10%	-2%	0%	-7%	0%	-1.0
CCOC(=O)N/N=C(\C)c1ccc(Br)cc1	-3.6	.	-2%	2%	1%	-1%	-2%	-2.2
CCOC(=O)c1c(-c2ccccc2)c2cc(OC)ccc2n1CCCN(C)C	0.9	-6	1%	-2%	-1%	-4%	-12%	-1.1
Cc1cc(C(=O)Nc2ccc3[nH]ccc3c2)no1	1.4	-8	11%	-27%	-2%	-5%	-19%	0.5

Compound activity from PubChem.

A portion of the library; the hit share may differ from the screen's.
